PAFAH2 FP inh – inhibitors of human PAFAH2; Q99487; AID 492956; 340,000 tested, 0.99% active; recombinant PAFAH2, FP-rhodamine activity probe, fluorescence polarization; inhibition, % at 3.39 µM;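 active = inhibition above the mean over all tested compounds plus 3 SD, cut at about 30% in these data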;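 also: inhibitors block probe labeling of enzyme so polarization drops; 0% = enzyme with DMSO and 100% = wells lacking PAFAH2 protein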
PAFAH1B2 inh – blocks human PAF acetylhydrolase 1b catalytic subunit 2. inhibition, % at 3.39 µM. recombinant PAFAH1B2, FP-rhodamine activity probe, fluorescence polarization. 340,000 tested, 1.2% active. AID 492953. P68402;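 active = inhibition above the mean of all tested compounds plus 3 SD, cut at about 24% in these data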;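 also: 0% = enzyme with DMSO and 100% = wells lacking PAFAH1B2; many of its hits are not listed in these tables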
Target sequence (P68402 whole entry, looked up): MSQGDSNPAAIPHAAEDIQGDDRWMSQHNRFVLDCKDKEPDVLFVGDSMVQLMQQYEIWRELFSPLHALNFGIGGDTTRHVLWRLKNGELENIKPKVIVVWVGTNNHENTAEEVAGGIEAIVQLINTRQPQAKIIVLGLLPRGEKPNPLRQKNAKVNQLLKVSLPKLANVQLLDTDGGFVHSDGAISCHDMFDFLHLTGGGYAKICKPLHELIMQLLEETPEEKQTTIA
PAFAH1B3 inh – inhibitors of human PAFAH1B3; Q15102; recombinant PAFAH1B3, FP-rhodamine probe, fluorescence polarization; inhibition, % at 3.39 µM; 340,000 tested, 0.28% active;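 active = inhibition above the screen-wide average of all tested compounds plus 3 SD, cut at about 25% in these data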;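 also: 0% = enzyme with DMSO only and 100% = wells lacking PAFAH1B3 protein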
Target sequence (Q15102 whole entry, looked up): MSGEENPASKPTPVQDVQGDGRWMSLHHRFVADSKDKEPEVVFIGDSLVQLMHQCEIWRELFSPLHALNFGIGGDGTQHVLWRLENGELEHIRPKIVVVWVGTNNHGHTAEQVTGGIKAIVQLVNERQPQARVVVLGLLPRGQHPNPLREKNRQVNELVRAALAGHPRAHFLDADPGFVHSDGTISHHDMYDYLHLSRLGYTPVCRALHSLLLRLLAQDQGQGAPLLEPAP
Starred values were filed as active, the others as inactive; & = joins results of further samples. The list is partial; rates above refer to the full screens.

SMILES | PAFAH2 FP inh | PAFAH1B2 inh | PAFAH1B3 inh
CCCc1cc(=O)[nH]c(N2CCN(Cc3ccc4c(c3)OCO4)CC2)n1 | -2 | -1 | 6
CC12CCC(C(=O)N(c3nccs3)C1=O)C2(C)C (stereo not drawn) | 3 | 2 | 6
COc1cccc(NC(=O)CN(C)C(=O)c2cc(CN3C(=O)c4ccccc4C3=O)ccc2OC)c1 | 2 | -1 | 12
CCCCCCCCCCCCCCCC[n+]1ccccc1 | 10&5 | -4&2 | -4&8
O=C1NC(=O)C(=Cc2ccco2)S1 | 3 | 0 | -2
CC1(C2CCC3C4CCC5CC6(CCC5(C)C4C(=O)CC32C)OCCO6)OCCO1 (stereo not drawn) | 1 | -1 | 7
Cn1c(=O)[nH]c(=O)c2c1nc(NCc1ccco1)n2CCCc1ccccc1 | -8 | 2 | 14
O=C1C(=Nc2cccc(Cl)c2)CC(c2ccc(Cl)cc2)N1c1cccc(Cl)c1 (stereo not drawn) | 0 | 2 | 5
CCC/C(=N\NC(=O)c1ccco1)c1ccc(Cl)s1 | 1 | 7 | 0
O=C(NCc1ccncc1)c1cccc(S(=O)(=O)Nc2ccc(F)cc2)c1 | -1 | 0 | 6
COc1ccc(NC(=O)c2ccc3[nH]c(C)c(C)c3c2)cc1 | -1 | 4 | 6
CN(C)c1ccc(C(=O)C(O)c2ccccc2Cl)cc1 (stereo not drawn) | 4 | 3 | 2
Nc1nc(N)c2[nH]c(=S)[nH]c2n1 | 2 | 7 | -4
CC(NNC(=S)N1CCN(c2ccccn2)CC1)c1nccc2ccccc12 (stereo not drawn) | 8 | 3 | 6
Cn1cc(CCCC(=O)NCc2ccc(F)cc2)c2ccccc21 | -10 | -2 | 14
O=C1C=CC2(O[C@H](c3ccccc3)[C@@H](c3ccccc3)O2)[C@H](Sc2ccccc2O)C1 | 6 | -1 | 1
CCn1c(N)cc(=O)[nH]c1=S | -1 | 1 | 4
CCN(C(=O)COC(=O)/C=C/c1ccc(Cl)c(Cl)c1)c1c(N)n(Cc2ccccc2)c(=O)[nH]c1=O | -8 | 1 | -2
CC(O)C1CCC2C3CCC4CC(O)CCC4(C)C3C(=O)CC12C (stereo not drawn) | 5 | -2 | 4
COc1ccccc1-c1cccc([C@@H]2C[C@H]3[C@H](CON3C)CN2S(=O)(=O)c2ccccc2C)c1 | 0 | 5 | 5
Cc1ccc(S(=O)(=O)n2c3ccc(Cl)cc3c3nc(C)sc32)cc1 | -1 | 5 | -4
CC(=O)Oc1cccc(C(=O)Nc2ccc3c(c2)C(=O)N(CC2CCCO2)C3=O)c1 (stereo not drawn) | -3 | -1 | -4
O=C1CCCN1CCc1cccc2ccccc12 | -2 | 1 | 6
CSc1nc2nc(C)c(CCC(=O)OCC(=O)Nc3ccc(F)cc3)c(C)n2n1 | 6 | 0 | 3
COc1ccc(C2=CCCC2)c(OC)c1 | 5 | -3 | 1
CCc1ccccc1NC(=O)C1=CN2CCS(=O)(=O)N=C2C=C1 | 5 | 1 | 10
N#CCCN1CCN(CCC#N)c2ccccc21 | 1 | 4 | 4
COc1ccc(-c2nc(C(N)=O)c3[nH]c(=O)n(-c4cccc(Cl)c4)c3n2)cc1OC | 1 | 0 | 2
Cn1c(=O)c2sccc2n2c(CCCC(=O)NCc3ccc4c(c3)OCO4)nnc12 | -1 | -1 | -5
Cc1nn(-c2ccccc2)c2c1C(c1ccc(Br)s1)C(C#N)=C(N)O2 (stereo not drawn) | 19 | 3 | 12

In the list so far, these have a furan ring, fused or not:
SMILES | PAFAH2 FP inh | PAFAH1B2 inh | PAFAH1B3 inh
O=C1NC(=O)C(=Cc2ccco2)S1 | 3 | 0 | -2
Cn1c(=O)[nH]c(=O)c2c1nc(NCc1ccco1)n2CCCc1ccccc1 | -8 | 2 | 14
CCC/C(=N\NC(=O)c1ccco1)c1ccc(Cl)s1 | 1 | 7 | 0

The listing continues.
SMILES | PAFAH2 FP inh | PAFAH1B2 inh | PAFAH1B3 inh
O=[N+]([O-])c1ccc2c(c1)CCN2 | -4 | 1 | 3
Cc1ccc(Nc2nc(-c3ccncc3)cs2)cc1 | 8 | 5 | 13
CN1C[C@H]2CON(C)[C@H]2C[C@H]1c1cccc(-c2ccccc2)c1 | 2 | 5 | 3
O=C(O)CCN(Cc1ccccc1)S(=O)(=O)c1ccccc1Cl | -2 | 1 | 3
O=C(COC(=O)c1nc(Cl)ccc1Cl)NCc1ccc(Cl)cc1Cl | 4 | 5 | 6
COCCCn1c(=N)c(C(=O)NCc2ccc3c(c2)OCO3)cc2c(=O)n3cccc(C)c3nc21 | 1 | 7 | 2
COC(=O)C1CCN(S(=O)(=O)Cc2ccccc2Cl)CC1 | 4 | 1 | 0
C=CCN(c1ccccc1OC)S(=O)(=O)c1cccc(C(=O)NCc2cccs2)c1 | -5 | -3 | -2
CC(=O)c1ccc(OCCCC(=O)Nc2cc(S(=O)(=O)N3CCCCC3)ccc2C)cc1 | 7 | 8 | 1
c1ccc(CCNCc2ccco2)nc1 | -2 | 1 | -1
CC(=O)c1ccc(OCCCC(=O)Nc2ccc(C)c(S(=O)(=O)N3CCCCC3)c2)cc1 | -10 | 6 | 6
CC(=O)N(C(C)=O)c1ncn(C)c1S(=O)(=O)Nc1ccccc1 | 3 | 5 | 1
O=S(=O)(c1ccccc1)N1CCN(S(=O)(=O)c2ccccc2)c2ccccc21 | -2 | -3 | 5
O=C1CCCCC1Nc1ccc([N+](=O)[O-])cc1 (stereo not drawn) | 4 | 2 | -4
Cc1cc(=O)[nH]c(NC(=O)Cc2ccccc2)n1 | 6 | 5 | 9
C=CCOc1nc2sc(C)c(C)c2c(=O)n1-c1ccccc1 | -6 | 3 | 16
CC(=NNc1ccc([N+](=O)[O-])cn1)c1ccc(N)cc1 | 0 | 2 | -8
Cc1cc(C)c(C#N)c(SCCN2CCCCC2)n1 | -1 | 2 | 8
CCc1c(Nc2ccccc2C)nc(N)[nH]c1=O | -1 | -3 | 8
CC(C)(C)CC(C)(C)c1ccc(O)c(Cc2ccc(Cl)cc2Cl)c1 | -26 | 8 | 1
COC(=O)CC(CC(=O)OC)n1cccc1 | 2 | 8 | 13
CN(CC(=O)Nc1cccc(F)c1)C(=O)c1ccc2c(c1)CC(c1ccccc1)OC2=O (stereo not drawn) | 0 | 6 | -10
Cc1ccc(NC(=O)N2CCc3ccccc3C2)cc1C | -3 | 2 | 3
O=C(COC(=O)c1cncc(Br)c1)NCC12CC3CC(CC(C3)C1)C2 | -5 | 9 | 4
COc1ccc(OCC(=O)NNC(=S)NC(=O)C2CC2)cc1 | 5 | -2 | 7
CCOC(=O)C1CN(Cc2ccccc2)C(=O)C1=O (stereo not drawn) | -3 | 3 | 1
Oc1c(CN2CCOCC2)cc(CN2CCOCC2)c(O)c1O | 1 | 2 | 0
CCCCn1c(SCC(=O)NCc2ccc3c(c2)OCO3)nnc1C(CC)N(C)C (stereo not drawn) | 2 | 0 | -3
COc1cc(-c2cc(C(=O)Nc3cc(S(=O)(=O)N4CCOCC4)ccc3C)c3ccccc3n2)cc(OC)c1OC | -8 | 3 | -4
COc1ccc(NC(=O)c2oc3ccccc3c2CSC)cn1 | -1 | 4 | 4

Whole records from above:
Results for `CC(C)(C)CC(C)(C)c1ccc(O)c(Cc2ccc(Cl)cc2Cl)c1` → PAFAH2 FP inh = -26; PAFAH1B2 inh = 8; PAFAH1B3 inh = 1
Results for `CCOC(=O)C1CN(Cc2ccccc2)C(=O)C1=O` (stereo not drawn) → PAFAH2 FP inh = -3; PAFAH1B2 inh = 3; PAFAH1B3 inh = 1

(listing goes on)
SMILES | PAFAH2 FP inh | PAFAH1B2 inh | PAFAH1B3 inh
CCOC(=O)C1CCN(Cc2nc3ccccc3c(=O)n2-c2ccc(OCC)cc2)CC1 | 1 | -2 | 10
CC(C)Oc1cccc(C(=O)N/N=C/c2coc3ccccc3c2=O)c1 | 2 | 2 | 11
O=C(NCCNC(=O)Nc1ccc(Cl)cc1)Nc1ccc(Cl)cc1 | 2 | 4 | 7
CC(C(=O)Nc1ccc(S(=O)(=O)N2CCCC2)cc1)N1CCCC(C(N)=O)C1 (stereo not drawn) | 1 | 1 | 3
CCCCn1c(N)c(N(CCOC)C(=O)c2cc(S(=O)(=O)N3CCOCC3)ccc2Cl)c(=O)[nH]c1=O | 9 | 2 | -1
CC(C)N1CCc2c(sc(NC(=O)c3cc4cc([N+](=O)[O-])ccc4s3)c2C(N)=O)C1 | -3 | 5 | -6
CN1CCN(C(=O)c2ccccc2NC(=O)c2ccccc2)CC1 | 0 | 2 | 5
CCOC(=O)c1cc(-c2ccccc2)nc2c(O)cccc12 | 9 | 4 | 7
C=CCC(O)(CC=C)CNC(=O)c1ccc(OC)c(OC2CCN(C(C)=O)CC2)c1 | 5 | 5 | 7
CCn1cc(C(=O)NN)c(=O)c2cc(F)c(NC3CCCCC3)cc21 | -2 | 6 | 1
CN1C(=O)/C(=C\c2cccc(OCc3ccccc3)c2)SC1=S | -8 | 0 | 11
CCOC(=O)C1CCCN(C(=O)CCCn2nnnc2CN2CCOCC2)C1 (stereo not drawn) | -2 | 3 | 4
O=C(COC(=O)c1ccc(S(=O)(=O)N2CCCCC2)cc1)Nc1ccccc1Cl | 10 | -2 | 7
Cn1cnc([N+](=O)[O-])c1Sc1nc(N)nc2c1ncn2C1CC(O)C(CO)O1 (stereo not drawn) | 0 | 3 | 5
CC(C)C1(C2CCCC2)NC(=O)NC1=O (stereo not drawn) | -6 | 2 | 7

A second format for four compounds above:
Each structure is followed by: PAFAH2 FP inh	PAFAH1B2 inh	PAFAH1B3 inh
> CCOC(=O)c1cc(-c2ccccc2)nc2c(O)cccc12
  9	4	7
> C=CCC(O)(CC=C)CNC(=O)c1ccc(OC)c(OC2CCN(C(C)=O)CC2)c1
  5	5	7
> CCn1cc(C(=O)NN)c(=O)c2cc(F)c(NC3CCCCC3)cc21
  -2	6	1
> CN1C(=O)/C(=C\c2cccc(OCc3ccccc3)c2)SC1=S
  -8	0	11

The results go on.
SMILES | PAFAH2 FP inh | PAFAH1B2 inh | PAFAH1B3 inh
CCOc1ccc(NC(=O)CN(C)C(=O)c2cn(-c3ccccc3)nc2-c2cccs2)cc1OCC | -1 | 3 | 6
C[C@H]1CN(S(=O)(=O)C(C)(C)C)[C@H](CCO)/C1=C\c1ccccc1 | -3 | 0 | 0
COC(=O)c1ccc2c(c1C(=O)OC)CN(S(=O)(=O)C(C)(C)C)[C@H]2CCO | 1 | 5 | 7
CN(C(=O)c1cccc(NC(=O)Cc2cccc(NC(=O)C3CCCN(C(=O)c4ccccc4)C3)c2)c1)C1CC1 (stereo not drawn) | 2 | 2 | 2
COc1ccc(C2C(C(=O)c3ccccc3)N3c4ccccc4C=CC3C2[N+](=O)[O-])cc1 (stereo not drawn) | 5 | 3 | 4
Cc1ccc(C(=O)CCC(=O)Nc2ccccc2F)cc1 | 7 | 6 | 10
Nc1ccc(C(=O)Nc2ccc3c(O)cc(S(=O)(=O)O)cc3c2)cc1 | 9 | 8 | 19
c1ccc(COC2COC3C(OCc4ccccc4)COC23)cc1 (stereo not drawn) | -3 | 2 | 0
CC(C)(C)c1ccc(/C=C/C(=O)N2CCCCC2)cc1 | 1 | 5 | 6
Cc1cccc(-c2cc(N)n(-c3ccccc3)n2)c1 | -1 | 2 | 7
COc1ccc(C2NCCCC2c2ccccc2)cc1 (stereo not drawn) | 5 | 10 | 7
COc1ccc(OC)c(NC(=O)C2CC(=O)N(Cc3ccco3)C2)c1 (stereo not drawn) | 2 | -1 | 3
CC(=O)Nc1ccc(OCC(O)Cn2cccn2)cc1 (stereo not drawn) | -3 | 5 | 9
C=CCNC(=O)c1ccc(OC)cc1 | -2 | 3 | 2
Cc1nc2[nH]c(=S)[nH]c2c(=O)[nH]1 | 9 | 0 | 8
O=C1[C@H](Cc2ccccc2)NCC=CC[C@@H](c2ccc(Cl)cc2)N1Cc1ccc(Cl)cc1 | 7 | 2 | 14
COCCN(Cc1nc2ccccc2c(=O)[nH]1)C(=O)COc1ccccc1-c1ccccc1 | -1 | 1 | 0
COC(=O)c1ccc(COc2ccccc2/C=N/Nc2cccc(C(=O)O)c2)cc1 | 20 | 0 | -2
CCCCN(C(=O)C1CCN(C(=O)c2ccccc2C)CC1)c1c(N)n(CCC)c(=O)[nH]c1=O | 9 | 0 | -1
COC(=O)[C@@H](Cc1c[nH]c2ccccc12)NCc1cccc(B(O)O)c1 | -7 | 14 | 16
Cc1cc(C)n(S(=O)(=O)c2ccc(C)c(C)c2)n1 | -10 | 0 | 5
Cc1ccc(C(=O)N2CCN(c3ccc(NC(=O)c4cc(C)cc(C)c4)cc3)CC2)cc1 | -2 | -2 | 4
C=CCn1c(SCC(=O)c2c(N)n(C3CC3)c(=O)[nH]c2=O)nnc1-c1ccccc1OC | 1 | 1 | -5
C=CCn1cnc2c(c1=O)c1nc3ccccc3nc1n2/N=C/c1cccc(OC)c1 | 1 | 1 | 0
CC(C)N1CCN(Cc2cnc(N3CCCC3)s2)CC1CCO (stereo not drawn) | -4 | -2 | -2
Cc1nc(N)[nH]c(=O)c1CCCNc1ccc([N+](=O)[O-])cc1 | 9 | 3 | 4
Cn1c2ccccc2c(=O)c2c(=O)n(C3CCCCCC3)c(C3CCCCC3)nc21 | 22 | 6 | 7
COc1ccc(NC(=O)C2CCCCN2S(=O)(=O)c2ccccc2)cc1S(=O)(=O)N1CCOCC1 (stereo not drawn) | 7 | 5 | 4
Cc1ccc(CNc2ncnc3c2cnn3C2CCCCO2)cc1 (stereo not drawn) | 3 | 8 | 4
